Anthrax LF inh2: anthrax lethal factor protease inhibition; actives 0.12% (n = 360,000); inhibition, % at 10 µM; P15917; multiplex microsphere protease cleavage assay, LF; AID 588501; also: plate controls were buffer without enzyme for full effect and enzyme alone for no effect
BoNT-A LC inh2: BoNT A light chain protease inhibition. multiplex microsphere protease substrate cleavage, flow cytometry. inhibition, % at 10 µM. AID 588499. actives 0.17% (n = 360,000); also: plate controls were buffer without enzyme for full effect and enzyme alone for no effect
FadD28 binding: M. tuberculosis FadD28 bisubstrate binding inhibition | actives 0.22% (n = 360,000) | FadD28 bisubstrate probe binding, fluorescence polarization | inhibition, % at 12.5 µM; in the data active = inhibition above about 8.5%, passing the limit was not always enough; inconclusive = no clear call, values can overlap the other calls
CCHFV vOTU inh: CCHFV vOTU protease inhibition | actives 0.55% (n = 370,000) | AID 651958 | Pep-AMC fluorescence | inhibition, % at 11.5 µM; in the data active = inhibition above about 30%; also: 0% = vehicle wells with enzyme and 100% = no enzyme wells
Y pestis TopoI: inhibitors of Yersinia pestis topoisomerase I; Y. pestis Topo-I cleavage product accumulation, plate reader; activity, % at 10 µM; actives 0.064% (n = 360,000); AID 504884; in the data active = activity above about 50%, passing the limit was not always enough; inconclusive = no clear call, values can overlap the other calls; also: inactives centre near 2
PrPC TRFRET: cell surface PrPC inhibition, primary TR-FRET screen | actives 0.43% (n = 370,000) | TR-FRET read-out | inhibition, % at 13.8 µM | AID 720596 | P04156; in the data active = inhibition above about 24%; also: 0% = median of the test wells and 100% = reference compound wells
BoNT F protease: blocks Botulinum neurotoxin F light chain protease | inhibition, % at 10 µM | Multiplex microsphere protease cleavage assay, flow cytometry | actives 0.22% (n = 360,000); in the data active = inhibition above about 35%, passing the limit was not always enough; inconclusive = no clear call, values can overlap the other calls; also: plate controls were buffer without enzyme for full effect and enzyme alone for no effect
PfHsp40 rescue: compounds rescuing yeast from Plasmodium falciparum HSP40 toxicity; S. cerevisiae expressing PfHsp40, growth rescue, ATP luminescence; growth rescue, % at 12.5 µM; actives 0.68% (n = 340,000); AID 504582; in the data active = growth rescue above about 28%, passing the limit was not always enough; inconclusive = no clear call, values can overlap the other calls;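 also: yeast W303a lacking pdr1 and pdr3 grown in galactose medium; growth measured after three days at 30 °C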
TcdB GH inh: blocks C. difficile toxin B glycohydrolase activity; actives 0.24% (n = 350,000); inhibition, % at 9.99 µM; AID 652162; P18177; TcdB glycohydrolase enzymatic assay, plate reader; in the data active = inhibition above about 10%
Numbers without * were called inactive. Rule as the data show it, unless noted: active = inhibition above about 30%; inconclusive = no clear call, values can overlap the other calls; inactive = below that. This is a random part of the collection; 2.3% or so of the library scored in one or more.

Cc1ccccc1Nc1cc(C)c2c(O)cccc2n1 was read as Anthrax LF inh2 -7, BoNT-A LC inh2 -0.3, FadD28 binding -2.7, CCHFV vOTU inh 2, Y pestis TopoI -7, PrPC TRFRET 2, BoNT F protease -10, PfHsp40 rescue -1.4 and TcdB GH inh 0.5.
For O=C(c1cccs1)N1CCC2(O)CCCCC2C1c1ccc(F)cc1 (stereo not given) the results were Anthrax LF inh2 2, BoNT-A LC inh2 0.2, FadD28 binding -4.5, CCHFV vOTU inh 2, Y pestis TopoI -1, PrPC TRFRET -5, BoNT F protease 1 and PfHsp40 rescue 0.4.
Screening O=C(CCc1ccccc1)NNC(=O)COc1ccccc1 returned Anthrax LF inh2 -2, BoNT-A LC inh2 inconclusive, FadD28 binding 0.3, CCHFV vOTU inh 5, Y pestis TopoI 3, PrPC TRFRET -5, BoNT F protease -4 and PfHsp40 rescue -0.9.
Screening CC1C(=O)N2CCCc3cc(S(=O)(=O)NCCc4ccccc4)cc1c32 (stereo not given) returned Anthrax LF inh2 0, BoNT-A LC inh2 2.8, FadD28 binding 0.1, CCHFV vOTU inh 4, Y pestis TopoI 3, PrPC TRFRET 1, BoNT F protease 11, PfHsp40 rescue 0.8 and TcdB GH inh 1.3.
Screening CCc1ccc(C(C)NC(=O)c2ccc(F)cc2)cc1 (stereo not given) returned Anthrax LF inh2 -2, BoNT-A LC inh2 -0.5, FadD28 binding 0.9, CCHFV vOTU inh 6, Y pestis TopoI 2, PrPC TRFRET 5, BoNT F protease -6 and PfHsp40 rescue 2.4.
`COc1ccc(NS(=O)(=O)c2ccc3c(c2)NC(=O)CO3)cc1` gave Anthrax LF inh2 0, BoNT-A LC inh2 -1.1, FadD28 binding 0.8, CCHFV vOTU inh 23, Y pestis TopoI 4, PrPC TRFRET 7, BoNT F protease -4 and TcdB GH inh 0.4.
For Cc1ccc(S(=O)(=O)NCc2ccc(C(=O)N3CCN(Cc4ccccc4)CC3)cc2)cc1 the results were Anthrax LF inh2 -1, BoNT-A LC inh2 0.1, FadD28 binding -2.0, CCHFV vOTU inh 6, Y pestis TopoI 3, PrPC TRFRET -7, BoNT F protease -5 and PfHsp40 rescue 0.2.
For CCOCCCNC(=O)c1ccc(NC(=O)C2=CSCCO2)cc1 the results were Anthrax LF inh2 0, BoNT-A LC inh2 0.6, FadD28 binding -2.0, CCHFV vOTU inh 12, Y pestis TopoI 5, PrPC TRFRET -3, BoNT F protease -2, PfHsp40 rescue -0.9 and TcdB GH inh 1.7.
Screening Cn1c(=O)c2c(SCC(=O)N3CCCC3)nc(CC(C)(C)C)nc2n(C)c1=O returned Anthrax LF inh2 0, BoNT-A LC inh2 -0.2, FadD28 binding -1.1, CCHFV vOTU inh -6, Y pestis TopoI -2, PrPC TRFRET -2, BoNT F protease 2, PfHsp40 rescue -0.4 and TcdB GH inh 0.7.
Screening COc1ccc(CN(C)C(=O)Cn2ccc(NC(=O)OCc3ccccc3)nc2=O)cc1OC returned Anthrax LF inh2 -7, BoNT-A LC inh2 -0.7, FadD28 binding 0.3, CCHFV vOTU inh -3, Y pestis TopoI 6, PrPC TRFRET -2, BoNT F protease 0, PfHsp40 rescue 1.2 and TcdB GH inh 0.0.
CC(C)CCNc1nc(-c2ccco2)c2c(c1C#N)CCCC2 was read as Anthrax LF inh2 0, BoNT-A LC inh2 2.1, FadD28 binding -2.9, CCHFV vOTU inh -2, Y pestis TopoI 20, PrPC TRFRET 3, BoNT F protease -1 and PfHsp40 rescue 0.3.
CCOC(=O)c1cc(NC(=O)c2ccc(OC)cc2)c(=O)oc1-c1ccccc1 was read as Anthrax LF inh2 -4, BoNT-A LC inh2 inconclusive, FadD28 binding 0.0, CCHFV vOTU inh 4, Y pestis TopoI 6, PrPC TRFRET -4, BoNT F protease -2 and PfHsp40 rescue -0.8.
Screening CCCOC1CCCN(Cc2cn(C)nc2-c2ccccc2F)C1 (stereo not given) returned Anthrax LF inh2 -2, BoNT-A LC inh2 -0.9, FadD28 binding -0.9, CCHFV vOTU inh -4, Y pestis TopoI -1, PrPC TRFRET -9, BoNT F protease 5, PfHsp40 rescue -1.1 and TcdB GH inh 0.9.
`CN(c1ccccc1C(=O)N1CCN(Cc2ccc3c(c2)OCO3)CC1)S(C)(=O)=O` gave Anthrax LF inh2 -7, BoNT-A LC inh2 -0.3, FadD28 binding -0.4, CCHFV vOTU inh -1, Y pestis TopoI 6, PrPC TRFRET 10, BoNT F protease -4, PfHsp40 rescue -0.3 and TcdB GH inh 0.3.
Screening COc1ccccc1C(=O)NCCNc1ccc([N+](=O)[O-])cc1Cl returned Anthrax LF inh2 12, BoNT-A LC inh2 2.6, FadD28 binding -3.4, CCHFV vOTU inh 9, Y pestis TopoI -2, PrPC TRFRET -20, BoNT F protease inconclusive, PfHsp40 rescue 0.6 and TcdB GH inh -0.2.
Screening CCC(CO)Oc1cc(NC(=O)Cc2ccccc2)c2ncn(C(C)C)c2c1 (stereo not given) returned Anthrax LF inh2 -4, BoNT-A LC inh2 -0.3, FadD28 binding -0.9, CCHFV vOTU inh -5, Y pestis TopoI 13, PrPC TRFRET -2, BoNT F protease 1, PfHsp40 rescue 3.2 and TcdB GH inh 1.4.
Screening CN(C)c1ccc(/C=C(/C#N)C(=O)NCc2ccccc2)o1 returned Anthrax LF inh2 -4, BoNT-A LC inh2 -0.1, FadD28 binding -1.7, CCHFV vOTU inh 32*, Y pestis TopoI -4, PrPC TRFRET -45, BoNT F protease -6 and PfHsp40 rescue 0.7.
Screening COc1ccc(-c2nnc(N(C)C(=O)C3CCOC3)s2)cc1 (stereo not given) returned Anthrax LF inh2 2, BoNT-A LC inh2 0.4, FadD28 binding -2.3, CCHFV vOTU inh 7, Y pestis TopoI -9, PrPC TRFRET -3, BoNT F protease 6 and PfHsp40 rescue 5.6.
Screening CCn1cc(CN2CCN(Cc3ccc(C)o3)C(CCO)C2)c2ccccc21 (stereo not given) returned Anthrax LF inh2 2, BoNT-A LC inh2 0.2, FadD28 binding 0.3, CCHFV vOTU inh -14, Y pestis TopoI -1, PrPC TRFRET -10, BoNT F protease -1, PfHsp40 rescue 0.1 and TcdB GH inh 0.9.
`O=C(O)C12C[C@H]3C[C@@H](C1)CC(n1ncc(N4CCN(c5ccccc5)CC4)c(Cl)c1=O)(C3)C2` gave Anthrax LF inh2 0, BoNT-A LC inh2 0.9, FadD28 binding 0.3, CCHFV vOTU inh 1, Y pestis TopoI 7, PrPC TRFRET -20, BoNT F protease 2 and PfHsp40 rescue -1.2.
Cc1ccccc1NC(=O)Cn1c(O)c(N=NC(=O)c2ccccc2O)c2ccccc21 was read as Anthrax LF inh2 -2, BoNT-A LC inh2 -0.2, FadD28 binding -2.6, CCHFV vOTU inh -1, Y pestis TopoI 6, PrPC TRFRET 4, BoNT F protease -4 and PfHsp40 rescue -1.4.
Screening COc1ccc(-c2cc(-c3ccccc3)no2)cc1 returned Anthrax LF inh2 -8, BoNT-A LC inh2 -0.5, FadD28 binding -1.9, CCHFV vOTU inh -5, Y pestis TopoI 9, PrPC TRFRET 5, BoNT F protease -11, PfHsp40 rescue 1.1 and TcdB GH inh -2.2.
For N#Cc1ccc(S(=O)(=O)N2CCC(C(=O)Nc3cccc(C(=O)NC4CC4)c3)CC2)cc1 the results were Anthrax LF inh2 -7, BoNT-A LC inh2 0.4, FadD28 binding -1.4, CCHFV vOTU inh -1, Y pestis TopoI -1, PrPC TRFRET -5, BoNT F protease 6, PfHsp40 rescue -1.0 and TcdB GH inh -0.9.
COc1cc(/C=N/Nc2nnc3c(n2)[nH]c2ccccc23)ccc1O was read as Anthrax LF inh2 -4, BoNT-A LC inh2 -0.4, FadD28 binding -1.3, CCHFV vOTU inh 11, Y pestis TopoI -8, PrPC TRFRET -27, BoNT F protease 0, PfHsp40 rescue -0.2 and TcdB GH inh 0.6.
CCN(CC)S(=O)(=O)c1ccc(N2CCCC2)c(NC(=O)CSCc2c(C)noc2C)c1 was read as Anthrax LF inh2 1, BoNT-A LC inh2 -0.5, FadD28 binding -3.0, CCHFV vOTU inh -2, Y pestis TopoI 18, PrPC TRFRET -3, BoNT F protease -2 and TcdB GH inh 0.5.
Screening CCNC(=O)NC(=O)COC(=O)CCCSc1nc2ccccc2s1 returned Anthrax LF inh2 -1, BoNT-A LC inh2 1.0, FadD28 binding -2.7, CCHFV vOTU inh 3, Y pestis TopoI 4, PrPC TRFRET 8, BoNT F protease -3, PfHsp40 rescue -0.6 and TcdB GH inh 0.8.
Screening CCN1CC2=C(OC(N)=C(C#N)C2c2cccs2)/C(=C\c2cccs2)C1 (stereo not given) returned Anthrax LF inh2 3, BoNT-A LC inh2 1.6, FadD28 binding -4.7, CCHFV vOTU inh -4, Y pestis TopoI 9, PrPC TRFRET -13, BoNT F protease -5, PfHsp40 rescue 0.2 and TcdB GH inh 0.7.
`Cc1ccc(NC(=O)c2ccc3c(c2)OCO3)cc1Cl` gave Anthrax LF inh2 6, BoNT-A LC inh2 -2.0, FadD28 binding -1.3, CCHFV vOTU inh -9, Y pestis TopoI 1, PrPC TRFRET 9, BoNT F protease -6, PfHsp40 rescue 2.1 and TcdB GH inh 1.5.
Screening c1ccc(C2[C@H]3CN(Cc4cccnc4)[C@H](c4ccccc4)C34CC2(c2ccccc2)C4)cc1 (stereo not given in full) returned Anthrax LF inh2 4, BoNT-A LC inh2 0.1, FadD28 binding -3.5, CCHFV vOTU inh 8, Y pestis TopoI 3, PrPC TRFRET 0, BoNT F protease -4, PfHsp40 rescue -0.7 and TcdB GH inh -1.9.
CC(C)c1cc(CNC(=O)C2CCC(=O)N(Cc3ccccc3F)C2)on1 (stereo not given) was read as Anthrax LF inh2 -4, BoNT-A LC inh2 -2.3, FadD28 binding -0.1, CCHFV vOTU inh -15, Y pestis TopoI 1, PrPC TRFRET 7, BoNT F protease -8, PfHsp40 rescue -0.8 and TcdB GH inh 0.9.
For O=C(/C=C/c1ccco1)NCCc1ccccc1 the results were Anthrax LF inh2 2, BoNT-A LC inh2 0.5, FadD28 binding -1.9, CCHFV vOTU inh -8, Y pestis TopoI -7, PrPC TRFRET -6, BoNT F protease -6, PfHsp40 rescue 0.0 and TcdB GH inh 0.0.
CCc1ccc(NS(=O)(=O)c2ccc3[nH]cc(C(=O)N4CCc5ccccc54)c(=O)c3c2)cc1 was read as Anthrax LF inh2 -1, BoNT-A LC inh2 -0.2, FadD28 binding -4.0, CCHFV vOTU inh 5, Y pestis TopoI 43, PrPC TRFRET 0, BoNT F protease 1 and PfHsp40 rescue 0.9.
`CN(CCc1ccccc1)C(=O)c1ccc(NC(=O)Cc2ccc(NC(=O)C3CCCN(C(=O)C4CCC4)C3)cc2)cc1` (stereo not given) gave Anthrax LF inh2 -6, BoNT-A LC inh2 -0.1, FadD28 binding -5.4, CCHFV vOTU inh 3, Y pestis TopoI 24, PrPC TRFRET 5, BoNT F protease -2, PfHsp40 rescue 0.4 and TcdB GH inh -1.3.
`CC(C)=NNC(=O)c1c(O)c2ccccc2[nH]c1=O` gave Anthrax LF inh2 2, BoNT-A LC inh2 -0.3, FadD28 binding -4.5, CCHFV vOTU inh 1, Y pestis TopoI 1, PrPC TRFRET 2, BoNT F protease 2, PfHsp40 rescue 100* and TcdB GH inh 0.6.
COc1ccc(/C=C(\NC(=O)c2ccccc2)C(=O)N/N=C/c2ccncc2)cc1 was read as Anthrax LF inh2 -2, BoNT-A LC inh2 1.0, FadD28 binding -2.5, CCHFV vOTU inh 14, Y pestis TopoI 1, PrPC TRFRET -10, BoNT F protease 3, PfHsp40 rescue -1.5 and TcdB GH inh 1.3.
